GCN5L2 inh – qHTS Assay for Inhibitors of GCN5L2; GCN5L2 HAT assay, ThioGlo1 CoA-SH fluorescence; Potency, µM (series often up to 58.9 µM), for the others: top-dose activity change, negative = inhibition, usual class: inhibitors; hit rate 0.21% among 390,000; AID 504327, 2011
Target sequence (Q92830 whole entry, looked up): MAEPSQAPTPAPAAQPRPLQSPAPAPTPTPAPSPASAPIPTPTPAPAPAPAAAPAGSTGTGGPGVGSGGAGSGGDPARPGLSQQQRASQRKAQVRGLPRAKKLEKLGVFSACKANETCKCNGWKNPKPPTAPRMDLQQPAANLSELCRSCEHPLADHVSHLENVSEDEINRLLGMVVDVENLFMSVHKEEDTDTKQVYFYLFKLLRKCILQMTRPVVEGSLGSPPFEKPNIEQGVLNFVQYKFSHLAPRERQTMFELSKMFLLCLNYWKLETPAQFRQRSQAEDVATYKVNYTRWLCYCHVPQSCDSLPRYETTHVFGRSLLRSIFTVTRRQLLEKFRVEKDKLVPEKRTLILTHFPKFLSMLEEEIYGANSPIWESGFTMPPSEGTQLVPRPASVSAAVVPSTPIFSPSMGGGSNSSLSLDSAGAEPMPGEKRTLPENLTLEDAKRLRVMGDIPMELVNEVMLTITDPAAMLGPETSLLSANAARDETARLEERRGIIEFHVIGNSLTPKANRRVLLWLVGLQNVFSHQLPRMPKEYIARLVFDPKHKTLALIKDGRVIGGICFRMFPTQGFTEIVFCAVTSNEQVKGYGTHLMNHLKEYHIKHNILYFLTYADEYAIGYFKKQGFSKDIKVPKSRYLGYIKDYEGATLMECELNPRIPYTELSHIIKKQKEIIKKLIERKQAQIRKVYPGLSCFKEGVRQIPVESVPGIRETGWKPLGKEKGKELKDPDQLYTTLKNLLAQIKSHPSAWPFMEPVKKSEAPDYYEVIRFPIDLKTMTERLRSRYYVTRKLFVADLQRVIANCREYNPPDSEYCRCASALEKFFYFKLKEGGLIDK
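qHTS, 1536-well. 20nM enzyme, pH 7.5 HEPES/EDTA/Tween-20 buffer; 15 min compound preinc., RT. Start: 75uM H3(1-25), 70uM AcCoA, 50uM ThioGlo1. Read Ex340/Em540 at t=0 (autofluorescence flag) and t=20 min.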
DT40 TDP1 CPT – qHTS for Inhibitors of human tyrosyl-DNA phosphodiesterase 1 (TDP1): qHTS in cells in presence of CPT; chicken DT40 Tdp1-/-;hTDP1 cells + 20 nM CPT, ATP luminescence, 48 h; Potency, µM (highest dose often 46.2 µM), for the others: top-dose activity change, negative = growth inhibition, actives largely listed as inhibitors; hit rate 12% among 420,000; AID 686979, 2013; also: nearly all actives have a fitted effect of over 55% in size
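Chicken DT40 Tdp1-/- cells stably complemented with human TDP1 were seeded at 400 cells/well in medium containing 20 nM camptothecin, exposed to pin-transferred compounds, and grown at 37 °C for at least 48 hr. Viability was read as ATP luminescence.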
DT40 TDP1 no CPT – qHTS for Inhibitors of human tyrosyl-DNA phosphodiesterase 1 (TDP1): qHTS in cells in absence of CPT; DT40 Tdp1-/- hTDP1 cells, no CPT, ATP luminescence, 48 h; Potency, µM (top dose mostly 46.2 µM), without a hit: at the top dose activity change, negative = growth inhibition, usual class: inhibitors; hit rate 15% among 420,000; also: nearly all actives have a fitted effect of over 55% in size
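Growth of hTDP1-complemented DT40 Tdp1-knockout cells is measured by ATP luminescence after at least 48 hr compound exposure at 37 °C, with DMSO substituting for the 20 nM CPT used in the parallel screen.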
* hit, by the source's call; u = inconclusive; x = no result given; & = joins results of further samples; [ ] = dose if it differs, or a comment. Calls follow the shape of the dose curve; as a rule, active = well fitted curve in the direction sought with a large enough effect; inconclusive = small, poorly fitted or top-dose-only effect, or another doubt; inactive = no such curve, though single readings can be large; an effect the other way counts as inactive or inconclusive. % is scaled to controls: 0 for no effect and ±100 for the full control effect; potency is read from the fitted curve at half-maximal effect.

canonical_smiles	DT40 TDP1 CPT	DT40 TDP1 no CPT	GCN5L2 inh
Oc1c(C(Nc2nccs2)c2ccc(C(F)(F)F)cc2)ccc2cccnc12 (stereo not given)	u	u	-20%
COc1ccc(-c2oc3cccnc3c2C#CCO)cc1	u	u	1%
Cc1cc2n(n1)SC(Nc1cc(Cl)ccc1Cl)N2 (stereo not given)	-15%	-14%	-4%
O=C(O)Cn1nncc1-c1ccc(C(F)(F)F)cc1	0%	-3%	x
COc1cccc(C(=O)Nc2c(C(=O)Nc3ccc(F)cc3)oc3ccccc23)c1OC	-11%	u	-4%
Cc1ccc(NC(=O)c2ccc3nsnc3c2)c(C)c1	u	u	-15%
O=c1[nH]c(=S)[nH]c2c1C(c1ccc(F)cc1)OC(CCc1ccccc1)C2 (stereo not given)	-19%	u	x
COc1ccc(NC(=O)COC(=O)C2CCCN2C(=O)OC(C)(C)C)cc1Cl (stereo not given)	-2%	8%	x
C/C(Cl)=C/CN1C(=O)C2C3C=CC(C3)C2C1=O (stereo not given)	-1%	3%	-5%
Cc1ccc(SCCN2CCC(C)CCC2=O)cc1 (stereo not given)	-20%&-17%	u	-3%
Cc1cc(C)nc(SCc2ccc(C(=O)O)o2)n1	4%	4%	-5%
CCOc1ccc(NC(=O)N(C2CCCCC2)C2CCN(C(C)=O)CC2)cc1	-8%	-16%	x
CC(=O)c1ccc(N2CCN(C(=O)CCn3cnc4onc(-c5ccc(F)cc5)c4c3=O)CC2)cc1	u	u	-7%
O=C(Cc1ccccc1)N/N=C/c1cc(Br)cc(Br)c1O	u	u	u
CCC(NC(=O)c1cc(COc2ccc(OC)cc2Cl)on1)c1ccncc1 (stereo not given)	u	12µM*	u
COCCCNC(=O)c1cccc(C(=O)NCCCOC)c1	-16%	-3%	0%
NC(=O)C(=O)N/N=C/c1c[nH]c2ccc(Br)cc12	1%	-33%	-5%
Cc1cc(N2CCCC2)nc(SCC(=O)c2ccccc2)n1	u	23µM*	-3%
COc1ccc(C(c2nnnn2CC2CCCO2)N2CCN(c3cccc(C)c3C)CC2)cc1 (stereo not given)	u	18µM*	-6%
CN(C(=O)COC(=O)CN1C(=O)c2ccccc2C1=O)c1c(N)n(Cc2ccccc2)c(=O)[nH]c1=O	5%	-20%	0%
Cc1cccc(C)c1NC(=O)C(=O)NCC1CCCN1S(=O)(=O)c1ccccc1 (stereo not given)	u	12µM*	-2%
CCS(=O)(=O)NCC(c1ccco1)N1CCN(c2ccc(OC)cc2)CC1 (stereo not given)	12%	17%	-6%
COc1ccc(S(=O)(=O)N2CCCCC2)cc1NC(=O)Cc1cccc(C(F)(F)F)c1	5%	1%	-1%
N#Cc1c(-c2cccnc2)c2c([nH]c1=O)-c1ccccc1OC2	-16%	u	u
Cc1ccc(-c2nc3scc(CCNS(=O)(=O)c4ccc(Oc5ccccc5)cc4)n3n2)cc1	u	u	-3%
Oc1ccc(-c2nnc(Nc3ccccc3)c3ccccc23)cc1	-4%	14%	-5%
CC(OC(=O)c1nsc(Cl)c1Cl)C(=O)NC(C)(C)C (stereo not given)	-4%	-4%	-3%
Cc1ccccc1CSc1[nH]c(=O)ncc1C	-13%	16%	-6%
CC(=O)c1ccc(NC(=O)Cn2cnc(S(=O)(=O)N3CCCC3)c2)cc1	-1%	10%	-18%
COCCNc1cc(-c2ccccc2C(F)(F)F)ncn1	-18%	-23%	-11%

Pulled by structure from the list above (4):
canonical_smiles	DT40 TDP1 CPT	DT40 TDP1 no CPT	GCN5L2 inh
Cc1cc(N2CCCC2)nc(SCC(=O)c2ccccc2)n1	u	23µM*	-3%
CC(=O)c1ccc(N2CCN(C(=O)CCn3cnc4onc(-c5ccc(F)cc5)c4c3=O)CC2)cc1	u	u	-7%
COc1cccc(C(=O)Nc2c(C(=O)Nc3ccc(F)cc3)oc3ccccc23)c1OC	-11%	u	-4%
O=C(Cc1ccccc1)N/N=C/c1cc(Br)cc(Br)c1O	u	u	u

Additional compounds.
canonical_smiles	DT40 TDP1 CPT	DT40 TDP1 no CPT	GCN5L2 inh
Oc1cccc(NC(=S)N=Nc2c(O)[nH]c3ccc(Br)cc23)c1	u	u	-8%
CCNC(=O)c1ccccc1NC(=O)c1cccc(S(=O)(=O)N2CCOCC2)c1	12%	1%	1%
O=C(c1ccc(Cl)cc1)C1CCCN(Cc2cccn2-c2ccccn2)C1 (stereo not given)	9.2µM*	u	-25%
CCOc1ccc(NC(=O)NC23CC4CC(CC(C4)C2)C3)cc1	21µM*	23µM*	-1%
CCc1ccc(CNC(=O)c2cc(-c3ccc(Br)s3)nc3ccccc23)cc1	u	18µM*	-2%
CN(C)C(=O)C12CCC(C)(C(=O)C1Br)C2(C)C (stereo not given)	0%	0%	-4%
CCc1nnc(NC(=O)c2cc(S(=O)(=O)N3CCN(CC)CC3)ccc2Cl)s1	4%	14%	x
C[C@@H]1CC[C@@]2(O[C@@H](CCO)C[C@H](O)[C@H]2O)O1	-6%	-2%	x
CCCCN(C(=O)CCOc1ccc(OCC)cc1)c1c(N)n(Cc2ccccc2)c(=O)[nH]c1=O	-11%	-30%	x
Cc1ccc(NC(=O)NCCOCCn2c(=O)oc3ccccc32)cc1F	5.8µM*	5.8µM*	-4%
Cc1ccccc1NC(=S)NC(=O)Cc1ccc(Cl)cc1	u	u	-7%
Cc1nn(-c2ccccn2)c2c1C(c1ccsc1)C1=C(CCCC1=O)N2 (stereo not given)	u	u	-11%
CC(=O)c1cccc(NC(=O)CN2C(=O)c3ccccc3C2=O)c1	40%[activator]	17%	3%
CCCn1c(=O)c2[nH]c(C3CCCC3)nc2n(CCC)c1=O	-29%&2%&2%&25%	u	-1%&-11%
COC(=O)c1sc2ncccc2c1OCc1cccc(Cl)c1	-29%	-25%	-18%
CC1=C(C(=O)OCc2ccccc2)C(c2ccsc2)C(C#N)=C(N)O1 (stereo not given)	u	u	-5%
Cn1nnc2c(N3CCN(c4ccc(F)cc4)CC3)ncnc21	u	u	-7%
CCOC(=O)c1[nH]c(C)c(C(=O)OCCN2C(=O)c3ccccc3C2=O)c1C	-6%	-20%	-11%
COc1cc(/C=C/C(=O)OCC(=O)NC(=O)NC(C)C)ccc1OCC#N	9%	u	0%
Cc1nc(NCCc2ccccc2)c(C#N)c(C)c1[N+](=O)[O-]	-3%	4%	18%
C/C(=N\NC(=O)Nc1ccccc1)c1ccc2ccccc2c1	1%	u	0%
CC(Oc1ccc2c(c1)c1ccnc3c4ccccc4c(=O)n2c13)C(=O)NCCN1CCOCC1 (stereo not given)	8.2µM*	7.3µM*	-12%
COCC(=O)N1CCC2(CC1)CN(c1ccncc1)C2	5%	4%	2%
C[C@H](CO)N1C[C@H](C)[C@@H](CN(C)C(=O)c2ccc3ccn(C)c3c2)OCc2cnnn2CCCC1=O	17%	-9%	x
Cc1cc(C)cc(OCC(=O)N2CCN(c3ncccn3)CC2)c1	-19%	-7%	-2%
O=C(CN1CCCCCC1)N/N=C/c1ccc2ccccc2c1	1%	-21%	2%
CC(=O)Nc1ccc(NC(=O)CCS(=O)(=O)c2ccc3c(c2)CC(=O)N3C)cc1	-2%	-9%	1%
CC(=O)C1=C(O)C(=O)N(Cc2ccco2)C1c1ccccc1 (stereo not given)	1%	-14%	-7%
N#Cc1ccc(-c2nnnn2-c2ccc3c(c2)OCO3)cc1	-15%	-2%	-2%
Cc1nnc(SCC(=O)NCCOc2ccc(Cl)cc2)n1-c1ccccc1	5%	-22%	2%
COc1ccc(NC(=O)C2(C)CCN2Cc2cccc(OC)c2F)cc1OC (stereo not given)	23µM*	13µM*	x
COc1cc(CCC(=O)OCC(=O)Nc2sccc2C(N)=O)cc(OC)c1OC	-28%	u	-9%
CCN(CC(=O)Nc1c(F)cccc1F)C(=O)c1cn2ccccc2n1	-1%	14%	-2%
COc1ccc(/C=C2\Sc3ccc(C(=O)NC4CC4)cc3N(C)C2=O)cc1OC	u	u	-2%
CCOc1cccc(CN2CCC(n3nccc3NC(=O)C3CC3)CC2)c1O	-9%	-21%	-4%
CCCn1ncc(/C=N/O)c1C	u	u	1%
c1nc(CCO[C@H]2CCCCO2)cc2cc3c(cc12)OCO3	u	u	3%
COCCNS(=O)(=O)c1ccc2c(c1)C(=NO)c1cc(S(=O)(=O)NCCOC)ccc1-2	-23%	u	3%
C[C@H](CO)NC(=O)c1[nH]cnc1C(=O)Nc1ccc(CNC(=O)OC(C)(C)C)cc1	-17%	u	x
COC(=O)c1c(NC(=O)Cc2coc3cc(C)ccc23)sc2c1CCC2	-30%	3.3µM*	-7%
COc1ccc(OCC(=O)N2CCC3(CC2)CC(=O)c2ccccc2O3)cc1	-24%	u	1%
CCOc1ccc(-c2ccc(SCC(=O)N3CCOCC3)nn2)cc1	-7%	3%	-7%
COC(=O)c1ccc(-c2ncc[nH]2)cc1	-10%	-9%	-10%
COC(=O)C1CCCN1S(=O)(=O)c1ccc2ccccc2c1 (stereo not given)	u	21µM*	-2%
Cc1ccccc1NC(=O)c1c([N+](=O)[O-])c(C(C)(C)C)nn1C	14%	-27%	-3%
Cc1cnccc1CN(C)C(=O)CC1C(=O)NCCN1CC1CCCCC1 (stereo not given)	-2%	6%	-3%
COc1ccc(-c2c(NC(=O)C(C)C)n(C)c3ccccc3c2=O)cc1	-15%	3%	-2%
O=C(CSc1nnc(NC(=O)c2c(F)cccc2F)s1)NCc1ccco1	-16%	-20%	-7%
CCC(C)NC(=O)CSc1nc2c(sc(=S)n2-c2cc(Cl)ccc2OC)c(=O)[nH]1 (stereo not given)	-3%	-5%	-1%
COc1ccc(CNC(=O)Cn2ncc3c4ccccc4n(Cc4cccc(Cl)c4)c3c2=O)cc1	u	u	-21%
Cc1cc[n+](CC(=O)c2cc3ccccc3oc2=O)cc1	12%	-15%	-7%
Cn1ccc2c(N3CCOCC3)cc3c(c21)C1CCC3O1 (stereo not given)	-15%	-14%	x
Cc1cc(=O)[nH]c(SCC(=O)/C=C2\N(C)c3ccccc3C2(C)C)n1	u	9.2µM*	-4%
CCOc1ccc(Cl)cc1-c1cc(C(=O)Nc2cc(OC)c(OC)c(OC)c2)[nH]n1	21µM*	16µM*	x
COC(=O)COc1ccc(S(=O)(=O)NCc2ccco2)cc1Cl	-4%	-20%	-6%
COc1ccc(CCNC(=O)c2cc(-c3ccccc3)c(N3CCOCC3)s2)cc1OC	21µM*	16µM*	x
Cc1cccc(CN2CCC(n3nccc3NC(=O)c3ccccc3C)CC2)n1	-19%	0%	14%
O=C(NC(=S)Nc1ccc(Cc2ccncc2)cc1)c1ccc(F)cc1	u	16µM*	-1%
O=S(=O)(c1cccs1)N1CCN(c2ccc(O)cc2)CC1	2.6µM*	2.6µM*	-4%

Entries of single compounds from above.
COc1ccc(-c2c(NC(=O)C(C)C)n(C)c3ccccc3c2=O)cc1 in the list: DT40 TDP1 CPT: -15%; DT40 TDP1 no CPT: 3%; GCN5L2 inh: -2%
Cc1cnccc1CN(C)C(=O)CC1C(=O)NCCN1CC1CCCCC1 (stereo not given) in the list: DT40 TDP1 CPT: -2%; DT40 TDP1 no CPT: 6%; GCN5L2 inh: -3%

By substructure: the entries above containing a COOH group
canonical_smiles	DT40 TDP1 CPT	DT40 TDP1 no CPT	GCN5L2 inh
O=C(O)Cn1nncc1-c1ccc(C(F)(F)F)cc1	0%	-3%	x
Cc1cc(C)nc(SCc2ccc(C(=O)O)o2)n1	4%	4%	-5%

Screens (PubChem BioAssay)

This is a random part of the collection. Share with any hit: about 18%.
